Compound activity as filed in PubChem BioAssay.
AMPAR-TARP mod – modulators of AMPA receptor GluA2-stargazin complexes; O88602+P19491; HEK293 GluA2+stargazin, membrane potential dye (FDSS), glutamate EC50; hits were called plate by plate, in both directions; calls only at 30 µM; 40,000 compounds, 3.5% hits; AID 1259245;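 active means any of four per-well response measures lying three or more SD from its plate-wide compound average, in either direction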
Target sequence (O88602 whole entry, looked up): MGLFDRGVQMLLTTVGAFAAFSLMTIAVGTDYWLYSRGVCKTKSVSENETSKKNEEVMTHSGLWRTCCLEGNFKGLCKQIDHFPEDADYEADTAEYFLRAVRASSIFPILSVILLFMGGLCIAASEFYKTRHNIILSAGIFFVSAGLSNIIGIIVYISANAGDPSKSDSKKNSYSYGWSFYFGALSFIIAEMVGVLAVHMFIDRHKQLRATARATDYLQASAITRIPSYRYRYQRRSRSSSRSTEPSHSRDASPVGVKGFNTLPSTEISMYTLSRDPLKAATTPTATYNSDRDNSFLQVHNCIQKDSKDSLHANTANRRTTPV
Target sequence (P19491 whole entry, looked up): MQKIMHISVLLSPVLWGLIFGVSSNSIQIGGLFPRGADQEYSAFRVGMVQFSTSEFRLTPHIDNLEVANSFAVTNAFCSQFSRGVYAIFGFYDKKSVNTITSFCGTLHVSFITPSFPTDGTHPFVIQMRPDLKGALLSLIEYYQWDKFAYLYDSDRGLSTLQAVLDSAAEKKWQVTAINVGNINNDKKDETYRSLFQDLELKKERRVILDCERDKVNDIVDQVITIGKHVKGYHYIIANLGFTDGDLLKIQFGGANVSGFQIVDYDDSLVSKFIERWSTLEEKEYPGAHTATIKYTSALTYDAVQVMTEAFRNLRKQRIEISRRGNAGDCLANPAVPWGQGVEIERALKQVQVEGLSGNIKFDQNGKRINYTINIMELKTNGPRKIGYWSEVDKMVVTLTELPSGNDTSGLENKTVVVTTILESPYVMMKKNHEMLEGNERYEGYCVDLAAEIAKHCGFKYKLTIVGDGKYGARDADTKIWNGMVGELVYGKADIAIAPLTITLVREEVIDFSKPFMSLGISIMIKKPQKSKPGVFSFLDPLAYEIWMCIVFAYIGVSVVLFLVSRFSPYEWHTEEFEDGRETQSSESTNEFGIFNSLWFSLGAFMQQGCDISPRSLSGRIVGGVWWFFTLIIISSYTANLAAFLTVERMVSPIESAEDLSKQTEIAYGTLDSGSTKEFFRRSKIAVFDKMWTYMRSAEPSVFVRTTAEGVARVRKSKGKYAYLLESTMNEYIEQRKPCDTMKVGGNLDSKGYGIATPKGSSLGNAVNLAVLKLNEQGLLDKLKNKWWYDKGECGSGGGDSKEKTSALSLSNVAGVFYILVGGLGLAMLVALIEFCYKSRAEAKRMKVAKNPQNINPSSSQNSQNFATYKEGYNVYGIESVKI
AMPAR-TARP mod agonism max-min – further read-out of AMPAR-TARP mod, marked with its call; compound max-min signal; compound-alone response (agonism);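 unitless range of fluorescence divided by baseline over first 100 seconds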
AMPAR-TARP mod glutamate slope – further read-out of AMPAR-TARP mod, marked with its call; glutamate slope, % of max; measured here: glutamate response slope, % max;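 scaled per plate between vehicle wells and maximal 1 mM glutamate control wells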
* marks the source's active call; other numbers are inactive results; i = inactive; + = active, no number. These rows are one share of the data. The share of hits here may be higher or lower than overall.

AMPAR-TARP mod agonism max-min,AMPAR-TARP mod,AMPAR-TARP mod glutamate slope,SMILES
0.0639,i,64.0,CCOC(=O)C1=C(C)NC(C)=C(C(=O)OCC)C1c1ccco1
0.0492,i,66.0,COc1ccc(CNC(=O)CC2CCCCN2S(=O)(=O)c2ccc(Cl)cc2)cc1 (centres undefined)
0.13,i,59.2,CCOC(=O)c1cccc(NC(=O)Cn2cnc3c(-c4ccccc4)csc3c2=O)c1
0.102,i,63.3,COc1cc(C)c(C)cc1S(=O)(=O)N1CCC(C(N)=O)CC1
0.0333,i,51.1,O=C(NCCCO)C(=O)Nc1c2c(nn1-c1ccc(Cl)cc1)CSC2
0.11,i,49.9,O=C(c1ccccc1)N1CCCc2ccc(NS(=O)(=O)c3ccc(Cl)cc3)cc21
0.0535,i,54.5,CCOc1ccc(-c2ccc(OCCNS(=O)(=O)CC)nn2)cc1
0.103,i,62.6,Nc1c(C(=O)N2CCCC2)nsc1C(=O)NCc1cccs1
0.0636,i,32.8,O=C(NCCS(=O)(=O)N1CCN(Cc2ccccc2)CC1)c1ccc(Cl)cc1
0.0701,i,33.3,Cc1ccc(-c2ccc(S(=O)(=O)N3CCCCC3)cc2)cc1
0.0385,i,33.1,COCC(=O)Nc1cc(C)nn1-c1nc(-c2cccs2)cs1
0.0223,i,29.2,COc1ccc(C(=O)N2CCN(c3nccn3-c3ccc(C)cc3)CC2)cc1OC
0.0474,i,45.3,NC(=O)C1Cc2ccccc2N1C(=O)c1ccc([N+](=O)[O-])o1 (centres undefined)
0.0741,i,66.9,Cn1nc(-c2cccc(NS(=O)(=O)c3ccc([N+](=O)[O-])cc3)c2)ccc1=O
0.14,i,52.0,COc1ccc(NC(=O)Cc2csc(Nc3cccc(C(F)(F)F)c3)n2)cc1OC
0.033,i,32.6,Cc1cc(C)cc(C(=O)NCC2CCN(Cc3ccccn3)CC2)c1
0.138,i,64.1,Cc1cc(C(=O)Nc2ccc3c(c2)CCC(=O)N3C)no1
0.102,i,56.3,CN(C)C(CNC(=O)c1ccc(F)c(F)c1)c1ccco1 (centres undefined)
0.154,i,61.1,Cc1noc(C2CN(C(=O)c3cccc(N(C)C)c3)C2)n1
0.0586,i,72.7,CCCN(CCC)S(=O)(=O)c1ccc(C(=O)N2CCc3ccccc3C2)cc1
0.126,i,62.4,CCOC(=O)c1sc(NC(=O)CCCS(=O)(=O)c2ccccc2)cc1C
0.125,i,46.8,CCc1c(C)nc(-n2nc(-c3ccco3)cc2NC(=O)c2cccs2)[nH]c1=O
0.108,i,59.8,Cn1cccc1C(CNC(=O)c1cc2ccccc2oc1=O)N1CCOCC1 (centres undefined)
0.0479,i,53.9,OC(CNC1CCCCC1)COc1ccc(Cl)cc1Cl (centres undefined)
0.0965,i,39.7,C#CCn1c(=NC(=O)c2ccnn2CC)sc2cc(C)c(C)cc21
0.056,i,69.0,Cc1ccc(-n2ccnc(SCC(=O)c3cccc(Cl)c3)c2=O)cc1
0.126,i,47.8,CCOc1ccc(-n2nnc(C(=O)NCC3CCCO3)c2C)cc1 (centres undefined)
0.0845,i,62.1,COc1ccc(CC(=O)Nc2nc(-c3ccc4c(c3)OCO4)cs2)cc1
0.0898,i,58.5,CCOc1ccc(C(=O)Nc2cc(-n3c(C)nc4ccccc4c3=O)ccc2F)cc1
0.0936,i,53.6,COc1cccc(C(=O)Nc2cc3c4c(c2)CCC(=O)N4CCC3)c1
0.111,i,51.9,Cc1nc2ccccn2c1C(=O)NCC(C)(O)c1ccc2c(c1)OCO2 (centres undefined)
0.0695,i,45.1,COc1ccc(OC)c(NC(=O)c2ccc(N3C(=O)c4ccccc4C3=O)cc2)c1
0.0282,i,22.2,Cn1nnc2c(N3CCN(C(=O)/C=C\c4ccccc4)CC3)ncnc21
0.0909,i,61.1,Cc1cc(C)cc(C(=O)N2c3ccccc3CC2C(N)=O)c1 (centres undefined)
0.117,i,55.1,COc1cccc(NC(=O)C(C)Sc2nnnn2-c2ccc(Cl)cc2)c1 (centres undefined)
0.146,i,60.6,CC(C)Sc1cccc(C(=O)Nc2nnc(-c3cccs3)o2)c1
0.133,i,66.5,Cc1onc(-c2ccccc2Cl)c1C(=O)NCC(c1cccn1C)N1CCN(C)CC1 (centres undefined)
0.106,i,55.7,CN(C)S(=O)(=O)N1CCN(S(=O)(=O)c2ccccc2)CC1
0.104,i,4.6,C=CCn1c(N2CCN(CC(N)=O)CC2)nc2c1c(=O)[nH]c(=O)n2C
0.0588,i,46.1,NC(=O)c1nc(-c2cc(Br)ccc2O)nc2c1[nH]c(=O)n2-c1ccc2c(c1)OCO2

2 entries from above, with two lines to a compound:
Values in the order – AMPAR-TARP mod agonism max-min, AMPAR-TARP mod, AMPAR-TARP mod glutamate slope
COc1cccc(NC(=O)C(C)Sc2nnnn2-c2ccc(Cl)cc2)c1 (centres undefined)
 : 0.117, i, 55.1
CC(C)Sc1cccc(C(=O)Nc2nnc(-c3cccs3)o2)c1
 : 0.146, i, 60.6

More entries follow.
AMPAR-TARP mod agonism max-min,AMPAR-TARP mod,AMPAR-TARP mod glutamate slope,SMILES
0.307*,+,58.8*,Cc1cn2c3c(=O)n(Cc4ccccc4F)c(=O)n(C)c3nc2n1CCCN(C)C
0.11,i,56.7,COC(=O)c1sccc1S(=O)(=O)N1CCN(c2cccc(Cl)c2)CC1
0.124,i,69.0,CCC(C)NC(=O)c1c(N)n(-c2ccc(OC)c(OC)c2)c2nc3ccccc3nc12 (centres undefined)
0.158,i,53.2,COc1ccc(Cl)cc1NC(=O)C(=O)N1CCN(c2ccc(F)cc2)CC1
0.0792,i,55.8,COC(=O)N1CCC(CNC(=O)C(=O)Nc2cccc(Cl)c2C)CC1
0.0548,i,61.9,Cc1ccc(S(=O)(=O)N2C(C)CCCC2C)c(C)c1 (centres undefined)
0.105,i,64.1,Cc1cccc(C(=O)NC2C=CS(=O)(=O)C2)c1 (centres undefined)
0.0764,i,59.0,CCN(C1CCCCC1)S(=O)(=O)c1ccc(C(=O)N2CCN(c3ccccc3)CC2)cc1
0.116,i,67.3,COc1ccc(-c2noc(Cn3ccn4nc(-c5ccc(Cl)cc5)cc4c3=O)n2)cc1
0.105,i,62.0,COc1ccc(OC)c(NC(=O)C(=O)NCC(c2cccc3ccccc23)N2CCOCC2)c1 (centres undefined)
0.0895,i,63.2,Cc1cc(=O)[nH]c(-n2nc(C3CC3)cc2NC(=O)CSCc2ccccc2)n1
0.122,i,48.4,CC(O)CNc1nc2c(c(=O)[nH]c(=O)n2C)n1Cc1cccc2ccccc12 (centres undefined)
0.0545,i,0.9,COc1ccc(C)cc1-n1c(-c2ccccc2)cn2c3c(=O)n(CC(N)=O)c(=O)n(C)c3nc12
0.126,i,79.8,COc1ccc(-c2nnc(NC(=O)Cc3ccc(C(C)C)cc3)o2)c(OC)c1
0.0937,i,51.1,Cc1nn(C2CCS(=O)(=O)C2)c2nc(-c3ccccc3)cc(C(=O)Nc3cccc(F)c3)c12 (centres undefined)
0.066,i,36.6,CC(C)c1cccc2sc(NCC3CCCO3)nc12 (centres undefined)

Continued; it opens with the six that closed the last part.
AMPAR-TARP mod agonism max-min,AMPAR-TARP mod,AMPAR-TARP mod glutamate slope,SMILES
0.0895,i,63.2,Cc1cc(=O)[nH]c(-n2nc(C3CC3)cc2NC(=O)CSCc2ccccc2)n1
0.122,i,48.4,CC(O)CNc1nc2c(c(=O)[nH]c(=O)n2C)n1Cc1cccc2ccccc12 (centres undefined)
0.0545,i,0.9,COc1ccc(C)cc1-n1c(-c2ccccc2)cn2c3c(=O)n(CC(N)=O)c(=O)n(C)c3nc12
0.126,i,79.8,COc1ccc(-c2nnc(NC(=O)Cc3ccc(C(C)C)cc3)o2)c(OC)c1
0.0937,i,51.1,Cc1nn(C2CCS(=O)(=O)C2)c2nc(-c3ccccc3)cc(C(=O)Nc3cccc(F)c3)c12 (centres undefined)
0.066,i,36.6,CC(C)c1cccc2sc(NCC3CCCO3)nc12 (centres undefined)
0.122,i,41.3,O=C(NCC(O)(c1cccs1)C1CC1)c1nc2ccccc2s1 (centres undefined)
0.0462,i,56.9,CC(C)S(=O)(=O)c1cccc(C(=O)Nc2nc(-c3ccc(Cl)cc3)cs2)c1
0.0614,i,44.6,Cc1cccc(C)c1NS(=O)(=O)c1c(C)nn(C2CCS(=O)(=O)C2)c1C (centres undefined)
0.103,i,46.7,COc1ccc2nc(OC3CCN(C(=O)c4ccc(Br)s4)CC3)sc2c1
0.107,i,50.8,Cc1cc(=O)[nH]c(-n2nc(C)c(CCC(=O)N3CCc4ccccc4C3)c2C)n1
0.135,i,60.9,N#Cc1ccc(Cl)cc1NC(=O)C(=O)NCc1ccc(OCc2ccccc2)cc1
0.0516,i,42.8,CCOC(=O)c1ccc(NC(=O)C(C)N2C(=O)c3ccccc3S2(=O)=O)cc1 (centres undefined)
0.0728,i,61.0,Cc1ccc(CNS(=O)(=O)c2cc3c4c(c2)CCC(=O)N4CCC3)cc1
0.0394,i,41.6,Cc1ccc2c(=O)c(-c3nc(-c4ccc(Cl)cc4)no3)cn(CC(N)=O)c2n1
0.0686,i,54.8,Cc1cc(Nc2ccc(Cl)cc2)n2nc(C(F)(F)F)nc2n1
0.0992,i,59.0,Cc1nnsc1C(=O)N1CCC(CNC(=O)C(=O)Nc2ccon2)CC1
0.117*,+,27.9*,C#CCn1c(SCCOc2cccc(OC)c2)nc2ccccc21
0.128,i,72.1,CCOc1ccc(N2CCCn3c2nc2c3c(=O)n(CC(=O)OC)c(=O)n2C)cc1
0.106,i,68.4,Cc1ccc(S(=O)(=O)N2CCN(CC(O)COc3ccc(C(=O)c4ccccc4)cc3)CC2)cc1 (centres undefined)
0.0542,i,52.8,CCCCOC(=O)CSCc1nc2ccccc2c(=O)[nH]1
0.0618,i,54.2,CC(=O)Nc1ccc(OCC(O)CN2CCN(c3ccccc3F)CC2)cc1 (centres undefined)
0.0662,i,60.0,O=C(Nc1ncc([N+](=O)[O-])s1)c1ccc(=O)n(Cc2cccc(C(F)(F)F)c2)c1
0.0487,i,59.8,CC(C)c1cccc2sc(N(Cc3ccco3)C(=O)c3ccn(C)n3)nc12
0.111,i,44.7,O=C(Cn1nc(S(=O)(=O)c2ccccc2)ccc1=O)Nc1ccc(Br)cc1F
0.0703,i,70.6,O=C(Nn1cnc2c(cnn2-c2cccc(Cl)c2)c1=O)c1cccc(Br)c1
0.0679,i,57.8,O=C(Cn1cnc(-c2cccs2)cc1=O)Nc1cc2ccccc2oc1=O
0.0761,i,40.7,CC(C)n1nccc1-c1nnc(NC(=O)/C=C/c2ccccc2Cl)o1
0.0771,i,52.5,COc1ccc(S(=O)(=O)N2CCC(C(=O)Nc3sc4c(c3C#N)CCC(C)C4)CC2)cc1 (centres undefined)
0.0766,i,65.6,CCc1ccc(S(=O)(=O)NCC2CCN(C(=O)COc3ccccc3)CC2)s1
0.0555,i,28.0,Cc1ccc(C)c(-n2c(C)cn3c4c(=O)n(CCN5CCOCC5)c(=O)n(C)c4nc23)c1
0.127,i,64.8,O=C(c1cccc(Cl)c1)N1CCN(c2ccc(-c3ccc4c(c3)OCO4)nn2)CC1
0.158,i,85.6,CC(C)(C)c1ccc(OCC(=O)Nc2nonc2-c2ccccc2)cc1
0.0801,i,51.7,CCOCC(=O)NCCN1CCC(c2cccs2)CC1
0.0415,i,30.4,CCn1ccnc1N1CCN(CC(=O)NC(C)C)CC1
0.13,i,64.8,CN1CCN(n2c3c(c(SCC(=O)NCc4ccc5c(c4)OCO5)nc2=O)CCCC3)CC1
0.0952,i,63.6,COc1ccc(SCC(=O)Nc2ccc3sccc3c2)cc1
0.0818,i,44.3,O=C(NC1CCCCC1)N1CCN(c2ccc(-c3ccco3)nn2)CC1
0.0921,i,47.7,COc1ccc(Cl)cc1C(=O)Nc1ccc(C)c(N2CCCCC2=O)c1
0.109,i,56.2,COc1ccc(Nc2n[nH]c(N)c2C(N)=O)cc1
0.0924,i,59.0,COc1cc(S(=O)(=O)N2CCCC(C)C2)c(C)cc1Br (centres undefined)
0.0418,i,57.0,CCOc1ccc(C(=O)Oc2c(S(=O)(=O)c3ccc(C)cc3)c(C)nn2C(C)(C)C)cc1
0.0787,i,58.4,Cc1ccc(CSC2=NCCN2S(=O)(=O)c2ccc(Br)cc2)cc1
0.0608,i,41.3,COc1ccc(C(=O)N2CCN(S(=O)(=O)c3ccc(C(C)C)cc3)CC2)cc1
0.0354,i,54.8,CCc1ccc(S(=O)(=O)Nc2ccc3c(c2)CN(C(=O)C(C)C)CC3)s1
0.0595,i,38.1,CCc1cccc(OCC(O)Cn2c(N3CCCCCC3)nc3c2c(=O)n(C)c(=O)n3C)c1 (centres undefined)
0.102,i,51.6,Cc1cc(C)cc(-n2ccnc(SCc3cccc([N+](=O)[O-])c3)c2=O)c1
0.066,i,62.7,Cc1ccc(-c2cc(=O)n(CC(=O)N3CCc4ccccc4C3)cn2)cc1
0.0765,i,53.5,COCC(C)NC(=O)C1CN(C(=O)c2cccs2)C1 (centres undefined)
0.0753,i,70.3,Cc1ccc(C)c(S(=O)(=O)N2CCC(C)CC2)c1
0.0993,i,48.5,CC(Oc1ccccc1)C(=O)NCC(O)(c1ccccc1)C1CC1 (centres undefined)
0.066,i,59.4,Cn1c(=O)c2c(ncn2CC(=O)N2CCC(c3nnc(-c4ccco4)s3)CC2)n(C)c1=O
0.057,i,52.6,OC(CNC1CCCC1)COc1cccc2ccccc12 (centres undefined)
0.0456,i,32.3,CCOC(=O)Cn1c(=O)c2c(nc3n(-c4cccc(C)c4C)c(-c4ccccc4)cn23)n(C)c1=O
0.11,i,50.0,CCn1c(-n2nc(C)cc2C)nc2c1c(=O)n(Cc1ccc(OC)cc1)c(=O)n2C
0.0737,i,62.8,COc1cc(C(=O)Nc2nnc(C(C)C)s2)c(Br)c(OC)c1OC
0.0957,i,66.0,Cc1cc(C(=O)N2CCOCC2)nn1CC(=O)NC(C)(C)C
